Bioassay records: PubChem, ICCB-Longwood Screening Facility, Harvard Medical School
Polio RdRp inh: inhibitors of poliovirus RNA polymerase binding and polymerization; P03300; poliovirus polymerase elongation, fluorescence polarization; hits give low values; % elongation, % (compound at 16.7 µg/mL); 150,000 compounds, 0.66% hits; AID 588519; in the data active = % elongation below about 90%; note: some results filed as inactive read as strong as hits
Target sequence (P03300 1749-2209 limits assumed): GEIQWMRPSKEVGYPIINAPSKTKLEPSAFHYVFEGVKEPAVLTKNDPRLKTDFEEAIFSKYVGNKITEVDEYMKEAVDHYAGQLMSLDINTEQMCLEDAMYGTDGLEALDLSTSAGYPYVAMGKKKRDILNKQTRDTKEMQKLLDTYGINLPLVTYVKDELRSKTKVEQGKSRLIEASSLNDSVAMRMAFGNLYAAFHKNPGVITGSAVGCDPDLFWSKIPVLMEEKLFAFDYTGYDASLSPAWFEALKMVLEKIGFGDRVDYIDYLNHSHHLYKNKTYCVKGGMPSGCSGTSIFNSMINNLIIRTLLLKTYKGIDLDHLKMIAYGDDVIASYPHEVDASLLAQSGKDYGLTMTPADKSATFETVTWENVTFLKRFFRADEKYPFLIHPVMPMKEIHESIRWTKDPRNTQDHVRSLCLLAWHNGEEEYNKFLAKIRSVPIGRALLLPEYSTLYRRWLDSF
Polio RdRp inh FP z-score: also measured in Polio RdRp inh; calls as there; z-score; measured here: FP z-score; hits read low
An asterisk follows results filed as active; & = joins results of further samples. Not all compounds are listed (hit frequency here may not be typical).

SMILES	Polio RdRp inh	Polio RdRp inh FP z-score
COc1ccc(OC)c(CNC(=O)NCc2noc3ccc(C)cc23)c1	118	1.5
CC1=C2C(N)=C(C(=O)Nc3ccccc3)SC2NC(C(F)(F)F)=C1 (stereo not drawn)	101	-0.4
Cc1nc(CC(=O)NN)cs1	104	0.2
Cc1nn(C)c(C)c1NC(=S)Nc1ccc(S(=O)(=O)Nc2ncccn2)cc1	101	0.1
Cc1cc(C(=O)COC(=O)C2COc3ccccc3O2)c(C)n1-c1cccc(S(=O)(=O)N2CCOCC2)c1 (stereo not drawn)	99	-0.2
Cc1onc(-c2ccccc2)c1C(=O)NNc1ccc(C(C)(C)C)cc1	101	-0.3
Cn1c(=O)cc(SCC(=O)NCc2ccc(F)cc2)c2cc(Cl)ccc21	108	0.8
CC(NS(=O)(=O)c1ccc(C(C)(C)C)cc1)C1C2CC3CC(C2)CC1C3 (stereo not drawn)	100	-0.4
Cn1c2ccc(F)cc2c2n[nH]c(=S)nc21	104	1.2
CSc1ccccc1C(=O)Nc1cccc(C(C)O)c1 (stereo not drawn)	106	0.4
CN(CCOc1ccc(Cl)cc1)CN1C(=O)C2CC=CCC2C1=O (stereo not drawn)	106	0.2
COc1cccc(NC(=O)CSc2nnc(-c3cccs3)o2)c1	108	0.1
CC1O[C@]2(C)OC1[C@]1(C)OC(C)[C@H]2O1 (stereo partly drawn)	104	0.4
Cc1ccccc1C(=O)OC(C)CN1CCCCC1 (stereo not drawn)	100	-0.4
Cc1cc(C)c(S(=O)(=O)Nc2ccc3oc(C)c(C(=O)OC(C)C)c3c2)cc1C	112	0.3
CCOC(=O)c1ccc(NC(=O)c2cnn(-c3ccc(C)cc3C)c2C2CCN(C(=O)OC(C)(C)C)CC2)cc1	107	0.2
COc1ccccc1CNS(=O)(=O)c1c(C)nc2sccn2c1=O	105	-0.2
Cc1ccc(C(=O)c2sc(Nc3ccccc3F)c(S(=O)(=O)c3ccccc3)c2N)c(C)c1	101	-1.5
O=c1c(N2CCc3ccccc3C2)csc2ccc(Br)cc12	112	1.3
CN(C)c1ccc(C2Nc3ccccc3C(=O)N2CCN2CCNC2=O)cc1 (stereo not drawn)	102	0.1
CCc1noc(C)c1C(=O)NCc1ccc2c(c1)OCO2	100	-0.2
CCCCNc1ccc2nnc(CCNC(=O)c3ccccc3)n2n1	105	0.9
CCOC(=O)N1CCC(NC(=O)C2CCCN2C(=O)OCc2ccccc2)CC1 (stereo not drawn)	102	0.8
CCC(=O)N1c2ccccc2CC1C(=O)NCCc1ccccc1OC (stereo not drawn)	108	0.4
O=C(NCc1ccco1)c1ccc(COCC(F)(F)F)cc1	100	-0.5
O=C(O)C1CC=CCC1C(=O)NCc1cccnc1 (stereo not drawn)	101	-0.3
COc1ccc(NC(=S)N(Cc2c(C)noc2C)c2ccccc2)cc1	105	0.3
Cc1ccc(-n2c(=O)c3oc4ccccc4c3n(CC(=O)Nc3ccccc3)c2=O)cc1C	104	-0.7
Cc1ccc(Cn2cc[nH]c(=O)c2=O)cc1	101	-0.1
FC(F)(F)c1cccc(N=C=S)c1	96	-0.5
COc1ccc(Cl)cc1NC(=O)CCCN1C(=O)C(c2ccccc2)Oc2cccnc21 (stereo not drawn)	109	0.4
COc1ccc(C2=NN(C(=O)COc3ccccc3C(N)=O)C(c3ccco3)C2)cc1 (stereo not drawn)	103	-0.2
O=C(Nc1cccc(-c2nc3ccccc3[nH]2)c1)c1c(F)cccc1F	98	-0.9
CC(CNC(=O)c1csc2c1CCCC2)c1ccccc1 (stereo not drawn)	102	0.1
CCOC(=O)c1c(NC(=O)C2c3ccccc3Oc3ccccc32)sc(C)c1CC	107	0.5
O=C(CSc1nc2ccccc2[nH]1)n1c2ccccc2c2ccccc21	104	0.8

Record cards, as listed above. Order of values: Polio RdRp inh, Polio RdRp inh FP z-score
O=C(O)C1CC=CCC1C(=O)NCc1cccnc1 (stereo not drawn) is listed with 101, -0.3
CC(CNC(=O)c1csc2c1CCCC2)c1ccccc1 (stereo not drawn) is listed with 102, 0.1
FC(F)(F)c1cccc(N=C=S)c1 is listed with 96, -0.5
COc1ccc(Cl)cc1NC(=O)CCCN1C(=O)C(c2ccccc2)Oc2cccnc21 (stereo not drawn) is listed with 109, 0.4

(next part)
SMILES	Polio RdRp inh	Polio RdRp inh FP z-score
COc1ccc(CC(=O)NCCSc2c(-c3ccccc3)[nH]c3ccccc23)cc1OC	104	0.6
CC1C/C(=C/c2cccn2C)C(=O)/C(=C/c2cccn2C)C1 (stereo not drawn)	76	-3.3
CCOc1ccc(CNS(=O)(=O)c2c(C(=O)N3CCC(C)CC3)c(C)n(C)c2C)cc1OC	106	0
Cc1ccc(C)c(NC(=O)Cn2c(=O)n(Cc3ccco3)c(=O)c3oc4ccccc4c32)c1	99	-1.5
CCC(=O)Nc1ccc(C)cc1-c1nc2ccccc2n(CC(=O)c2ccc(C)cc2)c1=O	108	0.2
CCc1ccc(C(=O)c2cn(Cc3ccc(F)cc3)c3cc(OC)c(OC)cc3c2=O)cc1	115	2.2
CCOC(=O)C1=NOC2C(=O)N(c3ccc(Cl)cc3)C(=O)C12 (stereo not drawn)	99	-0.3
O=C(N/N=C/c1cccnc1)c1nc2ccccc2c(=O)[nH]1	95	-0.9
Cc1ccc(NC(=O)c2ccc3c(O)c(S(=O)(=O)c4ccccc4)c(=O)[nH]c3c2)cc1Cl	98	-1.1
CNC(=O)NC(=O)CSc1nnc(Nc2ccccc2C)s1	106	0.3
CCCCC[C@H](O)/C=C/[C@@H]1[C@@H](C/C=C\CCCC(=O)O)[C@H]2CO[C@@H]1C2	102&98	0.3&-0.6
CC1CN(C(=O)N2CCC(C(=O)NCCC3=CCCCC3)CC2)c2cc(Cl)ccc2O1 (stereo not drawn)	107	0
Cc1ccc(-n2nnnc2CNC(=O)C(C)(C)C)cc1C	114	1.3
Cc1cccc(-c2nc3c4ccccc4nc(N4CCN(c5cccc(Cl)c5)CC4)n3n2)c1	100	-1.5
COc1ccc(C2(C(=O)NCc3ccco3)CCCC2)cc1OC	102	0.2
COCCn1c(C)cc(/C=N/n2c(C)nc3ccccc3c2=O)c1C	104	0
COc1ccc(-c2cc(C(F)(F)F)nc(SCC(=O)N(C)Cc3ccccc3)n2)cc1	102	-0.3
O=C(CS(=O)(=O)c1cccc2nsnc12)N1CCN(c2cccc(C(F)(F)F)c2)CC1	106	-0.3
O=C(COC(=O)CCc1c[nH]c2ccccc12)Nc1cccc2nsnc12	100	-0.6
Cc1nc(N2CCCC2)ncc1C(=O)NCc1ccc(Cl)cc1	108	0.3
COc1cc(C(=O)n2nc(N)c3cc4ccc(C)cc4nc32)cc(OC)c1OC	103	0.5
CCOC(=O)N1CCC(NS(=O)(=O)c2ccc3[nH]c(=O)ccc3c2)CC1	100	-1.2
O=C(Cn1ccc2cc(S(=O)(=O)N3CCCCC3)ccc21)NCc1ccccc1Cl	106	0.6
Cc1ccc(Cn2cccc2C2=NC(Cc3ccccc3)CO2)cc1 (stereo not drawn)	101	-0.3

Already shown: an excerpt of the list.
SMILES	Polio RdRp inh	Polio RdRp inh FP z-score
CCOC(=O)N1CCC(NS(=O)(=O)c2ccc3[nH]c(=O)ccc3c2)CC1	100	-1.2
O=C(Cn1ccc2cc(S(=O)(=O)N3CCCCC3)ccc21)NCc1ccccc1Cl	106	0.6
Cc1ccc(Cn2cccc2C2=NC(Cc3ccccc3)CO2)cc1 (stereo not drawn)	101	-0.3

6 entries picked at random from the list so far, as already listed:
SMILES	Polio RdRp inh	Polio RdRp inh FP z-score
CCOC(=O)N1CCC(NS(=O)(=O)c2ccc3[nH]c(=O)ccc3c2)CC1	100	-1.2
Cc1ccc(Cn2cccc2C2=NC(Cc3ccccc3)CO2)cc1 (stereo not drawn)	101	-0.3
Cc1ccc(-n2nnnc2CNC(=O)C(C)(C)C)cc1C	114	1.3
COc1ccc(C2(C(=O)NCc3ccco3)CCCC2)cc1OC	102	0.2
O=C(CS(=O)(=O)c1cccc2nsnc12)N1CCN(c2cccc(C(F)(F)F)c2)CC1	106	-0.3
COc1cc(C(=O)n2nc(N)c3cc4ccc(C)cc4nc32)cc(OC)c1OC	103	0.5

Continuation.
SMILES	Polio RdRp inh	Polio RdRp inh FP z-score
CC(C)(C)OC(=O)N1CCC(c2c(C(=O)N3CCN(C(=O)c4ccco4)CC3)cnn2-c2ccc(Cl)cc2)CC1	113	0.8
O=C(NCc1ccccc1)NC1COc2ccccc2C1 (stereo not drawn)	98	-1.8
Cc1ccc(CNC(=O)CN(c2cccc(C)c2C)S(=O)(=O)c2ccccc2)cc1	101	-1.1
O=C(Nc1cccnc1)c1ccc(Br)o1	100	-0.5
COc1ccc(CC#N)cc1	106	0.5
CCOC(=O)c1c(C)n(Cc2ccccc2)c2ccc(OCC(O)CNC(C)(C)C)cc12 (stereo not drawn)	103	0.5
CCc1nc2c(cnn2-c2ccc(Cl)cc2)c(=O)n1-c1ccc(OC)c(Cl)c1	105	-1.2
COc1cc(CNC(=O)c2cnc3c(-c4cccc(C)c4)c(C)nn3c2C)cc(OC)c1OC	108	0.2
CCOc1ccc(NC(=O)NC(C)c2c(-n3cccc3)sc3c2CCN(CC)C3)cc1 (stereo not drawn)	114	0.6
Cc1ccccc1CN	103	0
Cc1ccc(C(=O)/C=C/Sc2nccc(C)n2)cc1	99	-0.5
COc1ccc(C2C3=C(CCCC3=O)Nc3nc4ccccc4n32)cc1 (stereo not drawn)	101	-0.2
O=C(N/N=C1\CCc2ccccc21)c1cc(-c2ccco2)nc2ccccc12	101	-0.1
O=C(CCCOc1ccccc1)Nc1nncs1	104	0.1
CCOCc1c(C(=O)N(CC)Cc2ccc3c(c2)OCCO3)oc2ccccc12	107	0.7
O=C(CCn1c(SCc2cccc(F)c2)nc2ccccc2c1=O)NCCc1ccccc1	103	0.2
CN1C(=O)NC2NC(=O)N(C)C21 (stereo not drawn)	100	-0.4
CCCCn1ccnc1C(=O)c1ccc(S(=O)(=O)N2CCCC2)cc1	99	-0.4
OC1CCOc2ccccc21 (stereo not drawn)	103	0.3
CCN1C[C@]2(COC)CC[C@H](O)[C@@]34C5C[C@@H]6[C@@H](OC)C[C@@](O)(C5[C@H]6OC)[C@@](O)([C@@H](OC)C23)[C@@H]14 (stereo partly drawn)	102	0.5
Cc1ccc(Cl)cc1NC(=O)C1=NCCN1	73*	-4.3*
COC(=O)c1sccc1NC(=O)C1CCCS1 (stereo not drawn)	100	-0.9
O=C(O)CCS(=O)(=O)c1ccc(Br)cc1	106	0.2
COc1cc(OC)c(NC(=O)N2CC3CCCN3c3ccccc32)cc1Cl (stereo not drawn)	106	-0.2
Cn1cc(C(=O)Nc2cccnc2)c2ccccc2c1=O	103	0.3
C=CCN1C(=O)/C(=N\N=C\c2ccc(C)s2)c2ccccc21	103	0.1
CCC(Oc1ccccc1)c1nc2ccccc2n1CC (stereo not drawn)	103	0
O=C(/C=C/c1ccc(F)cc1)NC1=NCCS1	99	-0.2
CC(C)Cn1cnc2c1c(=O)n(CC(=O)NCc1ccc(F)cc1)c(=O)n2CC(C)C	100	-0.2
O=C(c1ccc2c(c1)N(Cc1cccc(Cl)c1)C(=O)c1ccccc1S2(=O)=O)N1CCN(Cc2ccccc2)CC1	112	1
O=c1[nH]ncc(N/N=C\C2CC=CCC2)c1Cl (stereo not drawn)	102	0
Oc1cccc(Nc2nc3ccc(Cl)cc3n3cnnc23)c1	105	1
Cn1c(=O)[nH]c(=O)c2c1nc(NCCN1CCOCC1)n2CC(O)c1ccccc1 (stereo not drawn)	102	0
O=C(NCc1ccccc1)N1CCn2cccc2C1c1ccccc1 (stereo not drawn)	103	0.2
CCC1Sc2ccccc2N(CC(=O)NC2CC2)C1=O (stereo not drawn)	104	1.3
CCc1nnc(NC(=O)CSc2nc3c([nH]c4ccccc43)c(=O)n2-c2cc(C)cc(C)c2)s1	112	1.3
COc1cccc(Nc2cc(C)c3ccccc3n2)c1	102	0.3
C[N+]1(CC(O)c2ccccc2)CCCCCC1 (stereo not drawn)	102	0.2
CNCc1n[nH]c2c1CCCC2	101	-0.2
CC(=O)NCc1ccc(C(=O)CSc2nc3c(Cl)cc(Cl)cc3[nH]2)o1	105	0.3
CC1CCCCN1C(=O)Cc1coc2ccc3ccccc3c12 (stereo not drawn)	112	1.1
CC(NC(=O)CSc1n[nH]c(=O)n1C1CC1)C12CC3CC(CC(C3)C1)C2 (stereo not drawn)	105	0.3
Cn1c(=S)sc2ccccc21	102	0.4
COc1ccc(Cc2nnc(Nc3c(C)cccc3C)o2)cc1OC	100	-0.1
COc1cc(OC)c(NC(=O)c2oc3ccc4c(c3c2C)C(=O)CC(C)(C)O4)cc1Cl	113	1.1
CCOC(=O)C1CCN(S(=O)(=O)c2nc3nc(C)cc(C)n3n2)CC1	105	0.2
O=C(CSc1nnc(NC(=O)C23CC4CC(CC(C4)C2)C3)s1)Nc1nccs1	103	0.6
CCOc1ccccc1NC(=O)Cn1c(=O)n(-c2ccc(C)c(C)c2)c(=O)c2c(C)c(C(=O)N(C)C)sc21	108	0.5
Cc1nc2c(-c3ccc(Cl)cc3)c(C(F)(F)F)[nH]n2c(=O)c1Cc1ccccc1	100	-1
CC(C)c1ccc(NC(=O)c2cc3n(n2)C(C(F)(F)F)CC(c2ccco2)N3)cc1 (stereo not drawn)	98	-0.7
COc1ccc2c(C)c(CCC(=O)NCc3ccccc3OC)c(=O)oc2c1	109	0.5
CCN(CC(=O)NCc1ccc(Cl)cc1)Cc1nnc(-c2ccc(F)cc2)o1	109	1
COc1ccc(N2CC(NC(=O)c3c(F)cccc3Cl)CC2=O)cc1OC (stereo not drawn)	111	1.2
Cc1ccc(Nc2cc(C(=O)NCC3CCCO3)c3ccccc3n2)cc1C (stereo not drawn)	101	-0.3
CC1CCCC/C1=N\NC(=S)Nc1ccccc1 (stereo not drawn)	123	2.3
